M1 ag – human M1 muscarinic receptor agonists, primary screen, Fluo-8 calcium fluorescence, CHO-K1 cells, HTS; 360,000 tested, 0.33% active; AID 588814, 2011; CHO-K1 hM1, agonist mode; 0% DMSO, 100% acetylcholine EC100; activation, % at 3 µM;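 active = activation above the run's mean compound activation plus 3 SD, cut at about 16% in these data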;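 note: peak over basal fluorescence ratio within a 140 s kinetic read after compound addition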
Target sequence (P11229 whole entry, looked up): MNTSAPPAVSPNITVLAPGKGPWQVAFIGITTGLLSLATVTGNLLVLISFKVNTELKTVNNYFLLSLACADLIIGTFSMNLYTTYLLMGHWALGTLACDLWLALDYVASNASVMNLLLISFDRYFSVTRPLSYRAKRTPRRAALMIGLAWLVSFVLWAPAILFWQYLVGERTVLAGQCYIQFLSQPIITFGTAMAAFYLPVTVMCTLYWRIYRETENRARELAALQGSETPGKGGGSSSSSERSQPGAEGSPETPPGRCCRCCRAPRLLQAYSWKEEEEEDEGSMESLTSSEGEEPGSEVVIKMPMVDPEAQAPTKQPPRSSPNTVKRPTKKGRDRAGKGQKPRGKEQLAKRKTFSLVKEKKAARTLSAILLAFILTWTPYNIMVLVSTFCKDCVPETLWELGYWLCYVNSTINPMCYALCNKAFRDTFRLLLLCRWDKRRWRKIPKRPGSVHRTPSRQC
CHRM1 PAM – human M1 muscarinic receptor positive allosteric modulators, primary screen, CHO-K1 cells, Fluo-8 calcium fluorescence, 1536-well | Muscarinic acetylcholine receptor M1 (Homo sapiens), P11229 | CHO-K1 hM1, ACh EC20; 0% = ACh EC20, 100% = maximal ACh | activation, % at 3 µM | 360,000 tested, 0.088% active | AID 588819, 2011; in the data active = activation above about 19%, passing the limit was not always enough
CHO parental Ca – ATP-evoked calcium signal inhibitors, parental CHO, primary screen, counter-screen for OX1R antagonist project, cell-based, fluorescence, Fluo-8 calcium dye; inhibition, % at 5.6 µM; AID 463079, 2010; parental CHO-K1, ATP-induced calcium, Fluo-8 fluorescence; 330,000 tested, 0.63% active;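 active = inhibition above that plate's mean sample inhibition plus 3 SD, cut at about 26% in these data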;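 note: 0% = ATP-challenged DMSO wells and 100% = DMSO wells without ATP; some compounds past the cut are filed as inactive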
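test system = CHO parental line | reagent = ATP stimulus | measured by = intracellular calcium via Fluo-8 no-wash fluorescent dye | control set = ATP and no-ATP DMSO wells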
CHO-K1 Ca ag – counter-screen for M1 agonists: effect in parental CHO-K1 cells. Fluo-8 calcium fluorescence; scaled to maximal ATP response, vehicle zero. AID 602248, 2012. activation, % at 3 µM. 360,000 tested, 0.48% active; in the data active = activation above about 15%;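 note: untransfected CHO-K1 host cells lacking M1 receptor as counterscreen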
CHO-K1 Ca antag – counter-screen for M1 antagonists: effect in parental CHO-K1 cells. ATP-induced calcium, Fluo-8 fluorescence. inhibition, % at 3 µM. 360,000 tested, 0.6% active. AID 602250;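 active = inhibition above a per-plate cutoff, the plate's mean sample inhibition plus 3 SD, cut at about 24% in these data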;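 note: 0% = DMSO plus EC80 ATP and 100% = DMSO alone without ATP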
TAAR1 ag – human TAAR1 agonists, primary screen, Fluo-8 calcium fluorescence, CHO RD-HGA16 cells; activation, % at 3 µM; vehicle wells 0%, saturating PEA agonist 100%; 360,000 tested, 0.99% active; Trace amine-associated receptor 1 (Homo sapiens), Q96RJ0;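 active = activation above the mean activation of all test compounds in the run plus 3 SD, cut at about 38% in these data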
Target sequence (Q96RJ0 whole entry, looked up): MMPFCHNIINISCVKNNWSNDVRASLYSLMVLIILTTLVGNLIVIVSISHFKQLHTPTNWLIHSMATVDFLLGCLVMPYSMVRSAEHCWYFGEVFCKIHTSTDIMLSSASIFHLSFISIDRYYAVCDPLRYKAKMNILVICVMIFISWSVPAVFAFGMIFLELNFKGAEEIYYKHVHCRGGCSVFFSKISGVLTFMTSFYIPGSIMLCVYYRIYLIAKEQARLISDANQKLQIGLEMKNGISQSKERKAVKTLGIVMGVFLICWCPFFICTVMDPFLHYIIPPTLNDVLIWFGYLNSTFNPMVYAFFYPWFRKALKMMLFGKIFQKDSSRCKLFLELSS
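System: CHO RD-HGA16 cells carrying human TAAR1 plus Gα16; Incubation: 17-24 h seeding, 75 min 37 °C dye, 30 min RT; Measured by: Fluo-8 fluorescence, 5 s baseline then 140 s kinetic read; Control set: DMSO and PEA EC100; Replication: single well for each compound.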
TAAR1 antagonist – human TAAR1 antagonists, primary screen, Fluo-8 calcium fluorescence, CHO RD-HGA16 cells. 360,000 tested, 1.5% active. Trace amine-associated receptor 1 (Homo sapiens), Q96RJ0. antagonist. inhibition, % at 3 µM;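 active = inhibition above a per-plate cutoff, the mean inhibition of test compounds on that plate plus 3 SD, cut at about 49% in these data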;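 note: 0% = DMSO plus EC80 beta-PEA response and 100% = DMSO alone without agonist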
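Material: RD-HGA16 CHO cells with stable hTAAR1 and Gα16; Dosing: single nominal final test compound concentration of 3 µM; Schedule: seeding 17-24 h prior, 75-min 37 °C, 30-min RT dye loading; Detection: kinetic Fluo-8 calcium fluorescence measurement; Measure: % inhibition from peak post-agonist over basal fluorescence ratio; Benchmarks: vehicle and agonist controls.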
M1 antag – human M1 muscarinic receptor antagonists, primary screen, CHO-K1 cells, Fluo-8 calcium fluorescence, 1536-well | Muscarinic acetylcholine receptor M1 (Homo sapiens), P11229 | CHO-K1 hM1, ACh EC80 antagonist | 360,000 tested, 1.3% active | inhibition, % at 3 µM;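 active = percent inhibition above its own plate's cutoff, namely the mean of that plate's compound wells plus 3 SD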;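 note: peak over basal fluorescence ratio during 140 s after agonist addition; 0% = ACh EC80 plus DMSO and 100% = DMSO alone without agonist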
M1 PAM parental – nonselective calcium activators in parental CHO-K1 cells, primary screen, counter-screen for M1 PAM project, cell-based, Fluo-8 calcium fluorescence, full deck, 1536-well. ATP EC20; 0% at ATP EC20, 100% at ATP max. activation, % at 3 µM. 360,000 tested, 0.02% active;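 active = activation above the run cutoff, the mean activation of all test compounds plus 3 SD, cut at about 40% in these data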;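 note: peak over basal fluorescence ratio in a 140 s read after ATP addition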
* hit, by the source's call; nt = no result given.

item	compound	M1 ag	CHRM1 PAM	CHO parental Ca	CHO-K1 Ca ag	CHO-K1 Ca antag
1	COc1ccc(N2CCC(CNC(=O)Nc3cccc(OC)c3)C2)cc1 (stereo not given)	-5	2	-19	3.5	-13
2	CN(CC(=O)Nc1ccccc1Cl)C(=O)COC(=O)c1cccs1	7	12	-1	0.3	-7
3	O=C(O)c1cccc(-n2cccc2C=C2C(=O)c3ccccc3C2=O)c1	-7	10	-7	-0.4	-8
4	CC(=O)c1cccc(NC(=O)N2CCCC2C(=O)NC2CCCCC2)c1 (stereo not given)	-1	1	-10	0.1	-2
5	Clc1ccc(OCCCCCN2CCOCC2)cc1	-9	-1	3	2.1	-12
6	COc1ccc(CCNC(=O)CSc2nn(-c3ccccc3)c(=S)s2)cc1OC	1	-2	-25	1.0	5
7	Cc1ccc(S[C@@H](CCN2CC[C@H](C)CCC2=O)c2ccccc2)cc1	-7	2	0	-0.5	-15
8	CCc1c(C)nc(SCC(=O)NNC(=O)c2ccco2)[nH]c1=O	-3	-2	9	-0.3	6
9	C#CC1(O)CCC2C3CCc4cc(O)cc(C)c4C3CCC21C (stereo not given)	-2	-5	nt	5.7	-16
10	O=C(Cc1ccccc1)NCC(=O)OCC(=O)c1cccc([N+](=O)[O-])c1	-4	-7	2	-0.1	6
11	COc1ccc(CSc2nc(C)cc(=O)[nH]2)cc1	1	0	-13	0.1	8
12	COCCNC(=O)CSc1nc2sccc2c(=O)n1-c1ccccc1	-2	15	4	0.7	-18
13	COCCN(C(=O)CN1CCCc2ccccc21)c1c(N)n(Cc2ccccc2)c(=O)[nH]c1=O	-3	6	-16	0.7	-7
14	CCC1CCCCN1C(=O)Nc1cccc(NC(=O)N2CCCCC2CC)c1 (stereo not given)	-4	2	-17	-0.1	-16
15	CC(CNC(=O)c1ccc(-c2ccccc2)cc1)CN(C)C (stereo not given)	-6	3	-11	0.8	-5

item	TAAR1 ag	TAAR1 antagonist	M1 antag	M1 PAM parental
1	13	-8	0	16
2	4	-9	9	0
3	8	-18	-8	23
4	6	5	-13	-2
5	4	-3	-5	9
6	3	4	0	-11
7	7	28	2	-2
8	1	5	2	2
9	13	45	-1	13
10	1	-11	11	-8
11	8	-11	-10	-4
12	3	-3	-19	8
13	11	-1	-10	8
14	1	3	-18	16
15	1	13	-3	13

Going on with the list.
item	compound	M1 ag	CHRM1 PAM	CHO parental Ca	CHO-K1 Ca ag	CHO-K1 Ca antag
16	COc1cc(NC(=S)N(C)C)c(OC)cc1Cl	-4	4	-9	6.7	-7
17	CCc1cc(=O)oc2c(C)c(O)c(CN(C)C)cc12	-4	8	-7	0.0	-8
18	O=C(O)c1cc2c(s1)CCCC2	-2	13	-8	-0.3	-14
19	C[C@@]12C(=O)N(CC3CC3)CC(=O)N1[C@H](/C=C/c1ccccc1)[C@@H]1C(=O)N(c3ccccc3)C(=O)[C@@H]12	-1	3	-16	0.4	-5
20	Cc1cc(C)c(C)c(S(=O)(=O)NCC(=O)NCc2ccco2)c1C	-6	5	-14	0.6	-2
21	C/C(=N\NC(=O)Cn1c(-c2ccccn2)nc2ccccc21)c1cccc(O)c1	-5	-12	-18	1.7	20
22	C[C@@H]1CNC(=O)c2c(C(=O)Nc3ccc(CNC(=O)OC(C)(C)C)cc3)ncn21	-3	-12	nt	3.5	-1
23	CN(C)c1ccc(C=NCC2COc3ccccc3O2)cc1 (stereo not given)	-4	5	1	6.5	-8
24	CC(=O)Oc1ccc(/C=C2\C=C(c3ccc(C)cc3)OC2=O)cc1	6	25	1	-0.2	7
25	Cc1nc2ccc(NC(=O)CSc3nnc(C)s3)cc2[nH]1	-2	-2	-1	0.0	-14
26	CC1CCN(C(=O)C(NS(=O)(=O)c2cccc3nsnc23)c2ccccc2)CC1 (stereo not given)	-6	2	-18	1.3	-7
27	COCCCNC(=O)CS(=O)Cc1nc(-c2ccccc2C)oc1C (stereo not given)	-6	1	-12	0.0	-4
28	COc1ccc(S(=O)(=O)n2ccc(-c3cnc(-c4ccccc4)s3)n2)cc1	-1	4	-18	1.7	-20
29	Cc1ccc(N(C(=O)Cn2nnc(-c3ccc(C)o3)n2)C(C(=O)NC2CCCC2)c2ccco2)cc1 (stereo not given)	-3	-5	-16	-0.4	-11
30	COc1cccc(OCc2nnc(SCC(=O)OCc3ccccc3)o2)c1	-5	2	-2	0.5	-7

item	TAAR1 ag	TAAR1 antagonist	M1 antag	M1 PAM parental
16	0	2	2	19
17	8	8	4	22
18	-1	-23	-12	17
19	5	-4	-3	2
20	0	9	-5	2
21	16	44	11	-13
22	13	50*	4	4
23	75*	13	-2	9
24	4	-14	-10	9
25	-1	-15	4	2
26	3	-3	8	2
27	1	-35	-5	16
28	3	-13	-4	29
29	4	7	14	-1
30	6	19	-1	12

Profiles, looked up by structure:
O=C(O)c1cc2c(s1)CCCC2 is listed as M1 ag = -2; CHRM1 PAM = 13; CHO parental Ca = -8; CHO-K1 Ca ag = -0.3; CHO-K1 Ca antag = -14; TAAR1 ag = -1; TAAR1 antagonist = -23; M1 antag = -12; M1 PAM parental = 17
CC1CCN(C(=O)C(NS(=O)(=O)c2cccc3nsnc23)c2ccccc2)CC1 (stereo not given) is listed as M1 ag = -6; CHRM1 PAM = 2; CHO parental Ca = -18; CHO-K1 Ca ag = 1.3; CHO-K1 Ca antag = -7; TAAR1 ag = 3; TAAR1 antagonist = -3; M1 antag = 8; M1 PAM parental = 2

Taken from above for reference:
item	compound	M1 ag	CHRM1 PAM	CHO parental Ca	CHO-K1 Ca ag	CHO-K1 Ca antag
27	COCCCNC(=O)CS(=O)Cc1nc(-c2ccccc2C)oc1C (stereo not given)	-6	1	-12	0.0	-4
28	COc1ccc(S(=O)(=O)n2ccc(-c3cnc(-c4ccccc4)s3)n2)cc1	-1	4	-18	1.7	-20
29	Cc1ccc(N(C(=O)Cn2nnc(-c3ccc(C)o3)n2)C(C(=O)NC2CCCC2)c2ccco2)cc1 (stereo not given)	-3	-5	-16	-0.4	-11
30	COc1cccc(OCc2nnc(SCC(=O)OCc3ccccc3)o2)c1	-5	2	-2	0.5	-7

item	TAAR1 ag	TAAR1 antagonist	M1 antag	M1 PAM parental
27	1	-35	-5	16
28	3	-13	-4	29
29	4	7	14	-1
30	6	19	-1	12

(cont.)
item	compound	M1 ag	CHRM1 PAM	CHO parental Ca	CHO-K1 Ca ag	CHO-K1 Ca antag
31	CCCN1C2CCCC1CC(NC(=S)Nc1cc(C)cc(C)c1)C2 (stereo not given)	-6	-2	-23	-0.6	-15
32	CSc1cccc(NC(=O)CN2C(=O)c3ccccc3S2(=O)=O)c1	1	1	-11	0.9	-3
33	COc1cccc(NC(=O)CSc2nc3ccccc3nc2N2CCCC2)c1	-4	-6	6	0.2	5
34	c1cc(CNCC2CCCO2)ccn1 (stereo not given)	-7	2	-7	0.8	-8
35	CC1CCCC(NC(=O)CN2C(=O)NC(Cc3c[nH]c4ccccc34)C2=O)C1C (stereo not given)	-2	8	-14	0.9	-4
36	O=C(COC(=O)CCc1ccc(S(=O)(=O)N2CCOCC2)cc1)NCc1ccccc1	-1	8	-20	5.2	-5
37	Cn1nnc2cc(C(=O)NCCC3=CCCCC3)ccc21	-2	-5	-12	0.0	-6
38	O=C(NCCc1ccccc1)c1cccc([N+](=O)[O-])c1	-10	6	1	1.1	-11
39	COc1ccc(OCC(O)CN2CCOCC2)cc1 (stereo not given)	1	4	-5	0.9	2
40	O=C(CCC(=O)N1CCSc2ccccc21)NCc1ccccc1	-3	5	-20	1.3	-7
41	COc1cc(NC(=O)Cn2c(=O)n(CC3CCCO3)c(=O)c3cc(OC)c(OC)cc32)cc(OC)c1 (stereo not given)	-1	9	-12	0.2	-16
42	CCn1c(SCC(=O)NCCc2ccccc2)nc2c(c1=O)SC(C)C2 (stereo not given)	-3	0	-16	0.2	4
43	CCOc1ccccc1OCC(=O)Oc1ccc(C)c(C)c1	-3	5	-5	0.1	-6
44	Cn1nccc1C(=O)N1CCCC(C(=O)c2ccc(Oc3ccccc3)cc2)C1 (stereo not given)	-2	-12	-15	7.7	-12
45	O=C(NCCS(=O)(=O)NCc1ccc(F)cc1)c1ccc2c(c1)OCO2	-3	8	-8	0.2	-9

item	TAAR1 ag	TAAR1 antagonist	M1 antag	M1 PAM parental
31	5	-3	6	4
32	3	0	-8	14
33	0	4	4	5
34	6	1	-1	10
35	1	1	-1	16
36	3	1	-3	6
37	10	4	11	11
38	1	10	-4	10
39	2	2	-1	6
40	3	-14	-13	29
41	-1	-11	-20	22
42	-1	-14	-3	0
43	2	-22	-16	1
44	1	3	9	-4
45	1	0	-14	14

Three of the entries above in order of their number in M1 antag, rising.
| no. | Molecule | M1 antag |
| --- | --- | --- |
| 43 | CCOc1ccccc1OCC(=O)Oc1ccc(C)c(C)c1 | -16 |
| 38 | O=C(NCCc1ccccc1)c1cccc([N+](=O)[O-])c1 | -4 |
| 42 | CCn1c(SCC(=O)NCCc2ccccc2)nc2c(c1=O)SC(C)C2 (stereo not given) | -3 |

Carrying on.
item	compound	M1 ag	CHRM1 PAM	CHO parental Ca	CHO-K1 Ca ag	CHO-K1 Ca antag
46	Cc1oc2cc3oc(=O)c4c(c3cc2c1C)CCC4	-5	3	-13	0.6	-3
47	COc1ccc([C@H]2Cc3cccc(O)c3C(=O)O2)cc1O	-7	4	-1	0.6	-8
48	C=CS(=O)(=O)c1c2cc(OC)ccc2nc2ccc(OC)cc12	-4	4	nt	0.0	-8
49	O=C(OC1CCN(c2ccc([N+](=O)[O-])cc2)CC1)c1ccccc1	-1	11	3	0.1	14
50	Cc1ccc(NC(=O)C2CCCN(C(=O)Nc3ccc(F)cc3)C2)cc1 (stereo not given)	-3	6	-14	-0.6	-14
51	CCOc1ccccc1N1CC(C(=O)Nc2ccccc2CC)CC1=O (stereo not given)	1	11	-10	0.8	8
52	COc1ccc(C2c3c(-c4ccccc4O)n[nH]c3C(=O)N2Cc2ccco2)cc1 (stereo not given)	-1	-3	-38	1.1	-20
53	COc1ccc(S(=O)(=O)N2CCCCCC2)cc1C(=O)N(C)CC(=O)Nc1ccccc1C(F)(F)F	-5	2	-20	6.2	-27

item	TAAR1 ag	TAAR1 antagonist	M1 antag	M1 PAM parental
46	7	9	-2	6
47	5	10	-12	6
48	0	-2	-12	6
49	5	14	-6	2
50	-3	-17	-10	11
51	4	-26	-6	-14
52	2	-20	-5	25
53	1	22	-5	15

Assay outcomes from PubChem BioAssay.
